Assay outcomes (PubChem)
Abeta rescue: compounds reversing amyloid beta toxicity in yeast; yeast expressing A-beta42, growth rescue, OD600, 48 h; response scale: 0% DMSO, 100% iron-clioquinol control; Potency, µM (top dose mostly 46.1 µM), without a hit: at the top dose growth rescue, actives largely listed as activators; 410,000 compounds, 0.063% hits; AID 1347071; note: potency is the fitted concentration of half-maximal effect; nearly all actives have a fitted effect of over 55% in size
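Yeast A-beta toxicity model in growth medium with pinned compounds, 48 h at 30 C; growth read as absorbance at 600 nm. Normalized to FeCl3/clioquinol equimolar mix (positive) and DMSO (negative).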
PLK1 PBD block: inhibitors of human PLK1 polo-box domain binding. P53350. Plk1 PBD binding of FITC phosphopeptide, fluorescence polarization. Potency, µM, for inactives: max response, negative = inhibition, hits mostly inhibitors. 360,000 compounds, 2.8% hits; note: potency is the fitted concentration of half-maximal effect; series mostly up to about 57 µM; % is set by controls: 0 for no effect and ±100 for the full control effect; nearly all actives have a fitted effect of over 65% in size
Target sequence (P53350 whole entry, looked up, the tested form may be a part): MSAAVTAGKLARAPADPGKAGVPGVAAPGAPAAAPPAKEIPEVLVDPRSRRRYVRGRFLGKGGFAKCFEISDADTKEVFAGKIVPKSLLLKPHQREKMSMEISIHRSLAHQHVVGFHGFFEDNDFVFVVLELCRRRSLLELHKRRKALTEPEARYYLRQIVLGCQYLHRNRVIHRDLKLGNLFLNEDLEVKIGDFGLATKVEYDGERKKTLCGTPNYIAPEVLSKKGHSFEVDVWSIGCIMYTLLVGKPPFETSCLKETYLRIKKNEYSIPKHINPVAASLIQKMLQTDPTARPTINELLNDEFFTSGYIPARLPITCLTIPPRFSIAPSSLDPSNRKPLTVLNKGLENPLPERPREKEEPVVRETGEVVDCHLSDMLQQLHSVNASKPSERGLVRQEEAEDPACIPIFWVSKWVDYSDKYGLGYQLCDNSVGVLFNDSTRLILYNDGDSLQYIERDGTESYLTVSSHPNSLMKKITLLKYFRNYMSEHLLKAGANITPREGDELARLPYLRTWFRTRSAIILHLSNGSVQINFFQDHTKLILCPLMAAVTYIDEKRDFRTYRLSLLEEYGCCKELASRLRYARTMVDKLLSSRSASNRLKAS
PI5P4K alpha inh: inhibitors of human PI5P4K alpha | max response, % | PI5P4Kalpha enzyme, ADP-Glo luminescence, 60 min; stronger effect = lower value | AID 652105 | 330,000 compounds, 1.2% hits | P48426; active = max response of -50% or lower; inconclusive = between -30% and -50%; inactive = -30% or higher; note: value at the top dose of about 77 µM; % is set by controls: 0 for no effect and ±100 for the full control effect
Target sequence (P48426 whole entry, looked up): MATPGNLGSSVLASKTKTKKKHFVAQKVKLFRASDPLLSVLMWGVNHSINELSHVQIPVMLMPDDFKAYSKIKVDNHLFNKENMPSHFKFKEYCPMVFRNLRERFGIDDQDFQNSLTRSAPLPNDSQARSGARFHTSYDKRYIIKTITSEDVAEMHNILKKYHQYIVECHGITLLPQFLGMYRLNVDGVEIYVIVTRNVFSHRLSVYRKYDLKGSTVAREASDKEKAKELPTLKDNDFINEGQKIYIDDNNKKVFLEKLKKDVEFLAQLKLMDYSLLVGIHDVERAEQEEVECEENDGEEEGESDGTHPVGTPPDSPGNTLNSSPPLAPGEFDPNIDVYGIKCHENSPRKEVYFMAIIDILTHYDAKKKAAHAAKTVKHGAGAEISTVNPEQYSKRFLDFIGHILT
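Single end-point luminescence (ADP-Glo) quantified ADP from PI5P4Kalpha turnover; ATP 5 microM final, 1 h at RT, 0.1% CHAPS and 0.28 mM EGTA in HEPES pH 7.4.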
IL2 activator: IL-2 activation | AID 652025 | IL-2 activation reporter assay, cell-based qHTS; stimulated with anti-CD3/CD4/CD28 beads; in transgenic mouse T cells | 360,000 compounds, 0.065% hits | activation, % (series mostly up to about 46 µM); in the data active = activation above about 50%; inconclusive = mostly about 30% to 49%; note: 0% is about no effect
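Unstimulated transgenic mouse T cells preincubated 60 min with compound, then stimulated with anti-CD3/anti-CD4-coated beads plus anti-CD28 for 18 h at 37 degrees C. IL-2 response read as EGFP and DsRed fluorescence by plate cytometry.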
EPAC1 ag: agonists of human EPAC1. O95398. EPAC1 agonist qHTS, biochemical assay; response scale: 100% = response to 6.5 mM cAMP. Potency, µM (highest dose often 154 µM), for inactives: at the top dose activation, usual class: activators. 360,000 compounds, 0.073% hits. AID 720707; note: potency is the fitted concentration of half-maximal effect; nearly all actives have a fitted effect of over 60% in size
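Nucleotide exchange assay: 100 nM EPAC1 with 250 nM Rap1B loaded with BODIPY-GDP and 50 uM GDP, room temperature. Fluorescence (480/540 nm) read every 5 min for 30 min; signal change normalized to 6.5 mM cAMP as full agonist.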
WRN inhibitor: blocks human WRN helicase; Q14191; Potency, µM (doses to about 114 µM), inactives show at the top dose activity change, negative = inhibition, hits mostly inhibitors; WRN helicase unwinding, fluorescent forked duplex, kinetic; 360,000 compounds, 0.46% hits; note: potency is the fitted concentration of half-maximal effect; % is set by controls: 0 for no effect and ±100 for the full control effect; nearly all actives have a fitted effect of over 55% in size
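Kinetic fluorescence helicase assay: unwinding of a quenched forked DNA duplex (100 nM final) with 2 mM ATP final raises red fluorescence (525/598 nm). Compounds sat 15 min at room temperature with 20 nM WRN beforehand.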
aSyn rescue: alpha-synuclein toxicity inhibition in yeast | AID 652106 | 370,000 compounds, 0.14% hits | Yeast expressing alpha-synuclein, growth rescue, BacTiter-Glo, 24 h | Potency, µM (highest dose often 46.1 µM), for inactives: top-dose growth rescue (activation), actives largely listed as activators; note: potency is the fitted concentration of half-maximal effect; % of control where 0% means no effect; nearly all actives have a fitted effect of over 65% in size
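Galactose-induced alpha-syn yeast (OD600=0.02, raffinose-pregrown) + pinned cpd, 24 hr, 30 deg C; growth by BacTiter-Glo luminescence. Growth restoration scores as activation.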
FUS yeast rescue: rescues growth of FUS-expressing yeast | S. cerevisiae FUS-expressing, growth rescue, OD600, 24 h | Potency, µM (titrated, usually from 76.6 µM), for the others: at the highest dose growth rescue (activation), hits mostly activators | 390,000 compounds, 0.24% hits;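 note: potency is the fitted concentration of half-maximal effect; plate controls were DMSO vehicle for no effect and reference control for full effect; nearly all actives have a fitted effect of over 55% in size; some results filed as inactive show a strong effect at the top dose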
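Galactose (2%) drives FUS expression in yeast precultured in raffinose; seeding density OD 0.005. Test compounds incubated 24hr at 30C and 99% humidity before absorbance at 600 nm was measured.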
EPAC1 antag: antagonists of human EPAC1; O95398; EPAC1 GEF assay, Rap1b-BODIPY-GDP exchange fluorescence; Potency, µM (highest dose often 115 µM), for inactives: at the top dose activity change, negative = inhibition, actives largely listed as inhibitors; 360,000 compounds, 0.14% hits; AID 720709;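 note: potency is the fitted concentration of half-maximal effect; plate controls were vehicle for no effect and positive control for full effect; nearly all actives have a fitted effect of over 50% in size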
* hit, by the source's call; ? = inconclusive; · = not tested or not shown; [ ] = dose if it differs, or a comment. Unless noted, calls come from the whole dose curve; as a rule, active = well fitted curve in the direction sought with a large enough effect; inconclusive = small, poorly fitted or top-dose-only effect, or another doubt; inactive = no such curve, though single readings can be large; an effect the other way counts as inactive or inconclusive.

SMILES | Abeta rescue | PLK1 PBD block | PI5P4K alpha inh | IL2 activator | EPAC1 ag | WRN inhibitor | aSyn rescue | FUS yeast rescue | EPAC1 antag
O=CN(Cc1nc2ccccc2[nH]1)c1ccc(C(=O)O)cc1 | 9% | -5% | 0 | -1.0 | 6% | 3% | -3% | -10% | 18%
CCn1ncc(C(=O)Nc2cccc(Cl)c2)c1C | 1% | -4% | 6 | 7.8 | -5% | 4% | 2% | 2% | 8%
CC(C)C(NC(=O)c1ccccc1)C(=O)OCC(=O)N1CCCCC1 (stereo not drawn) | -3% | -12% | -5 | -0.4 | 6% | 4% | 0% | -18% | -24%
NC(=O)CC[C@@H]1NC(=O)[C@@H]2CCCN2C(=O)c2cc([N+](=O)[O-])cc(F)c2NCCC[C@@H](C(N)=O)NC1=O | -11% | -2% | -1 | 0.3 | -22% | 9% | 4% | -13% | -6%
CCCCOc1ccc(C2/C(=C(/O)c3ccc4c(c3)CC(C)O4)C(=O)C(=O)N2CCCN2CCOCC2)cc1OC (stereo not drawn) | -17% | -8% | -4 | 0.4 | -11% | 10% | 4% | 30% | 3%
CCCCn1c(N)c(N(Cc2ccccc2OC)C(=O)CCSC)c(=O)[nH]c1=O | -2% | -2% | 7 | -2.0 | -5% | -24% | 0% | 4% | 8%
Cc1ccc(CCNc2ccccc2C)cn1 | 5% | -9% | -8 | -0.1 | 5% | -1% | -11% | -2% | 4%
O=C(NCc1ccccc1)c1c(F)c(F)c(F)c(F)c1F | 13% | 6% | -4 | -0.6 | -4% | 1% | 6% | -8% | -1%
CCC(C(=O)OCC(=O)Nc1c(Cl)cc(Cl)cc1Cl)c1ccccc1 (stereo not drawn) | -1% | -5% | 3 | -1.7 | 2% | 0% | 20% | 12% | -7%
Cc1ccc(NC(=O)c2nc(S(=O)(=O)Cc3ccccc3)ncc2Cl)cc1 | -37%[inhibitor] | ? | 1 | -5.8 | -6% | ? | -20% | 22% | -30%
O=C(O)c1ccc(CSc2nnc(-c3ccccc3Br)o2)cc1 | 14% | -1% | 7 | 0.4 | 14% | 0% | 1% | -19% | -3%
COC(=O)c1ccccc1NC(=O)c1nc2nc(C)cc(C(F)F)n2n1 | 4% | -2% | 0 | 0.2 | 15% | -3% | 1% | 8% | 0%
Cc1ccc[n+](CC(=O)N2CCCCC2)c1C | -1% | 4% | 8 | 1.3 | -6% | -2% | 0% | -13% | -2%
CCOc1ccccc1N(CC(=O)Nc1ccccc1C(=O)N1CCOCC1)S(C)(=O)=O | 2% | -8% | -19 | -4.5 | -4% | -32% | -2% | 8% | 10%
Cc1c(NC(=O)/C=C/c2cccs2)c(=O)n(-c2ccccc2)n1C | 4% | -4% | -1 | -1.4 | -5% | 9% | 4% | 17% | -1%
O=C(O)c1cccnc1 | -7% | -8% | 10 | -0.2 | -17% | 6% | 15% | -28% | 8%
Cc1ccc(S(=O)(=O)N2CCN(Cc3cccnc3)CC2)cc1 | 9% | -8% | 4 | -3.3 | 0% | 2% | 3% | -18% | 1%
CC(C)OC(=O)C1CC(C)(O)C(=O)C(C(=O)OC(C)C)C1c1ccc([N+](=O)[O-])cc1 (stereo not drawn) | 7% | 0% | 3 | -1.2 | 0% | 1% | -5% | 9% | 5%
CCOC(=O)c1nc(NNC(=O)c2ccc([N+](=O)[O-])cc2)sc1C | 11% | -15% | -1 | -2.7 | -3% | 12% | -10% | 24% | -10%
CSCCC(NS(=O)(=O)c1ccc2[nH]c(=O)c(=O)[nH]c2c1)C(=O)O (stereo not drawn) | 7% | -2% | -4 | 1.4 | 8% | 6% | -9% | 7% | -9%

Quoted at random: four compounds from above, in no set order.
SMILES | Abeta rescue | PLK1 PBD block | PI5P4K alpha inh | IL2 activator | EPAC1 ag | WRN inhibitor | aSyn rescue | FUS yeast rescue | EPAC1 antag
CC(C)OC(=O)C1CC(C)(O)C(=O)C(C(=O)OC(C)C)C1c1ccc([N+](=O)[O-])cc1 (stereo not drawn) | 7% | 0% | 3 | -1.2 | 0% | 1% | -5% | 9% | 5%
Cc1ccc(CCNc2ccccc2C)cn1 | 5% | -9% | -8 | -0.1 | 5% | -1% | -11% | -2% | 4%
Cc1c(NC(=O)/C=C/c2cccs2)c(=O)n(-c2ccccc2)n1C | 4% | -4% | -1 | -1.4 | -5% | 9% | 4% | 17% | -1%
CCC(C(=O)OCC(=O)Nc1c(Cl)cc(Cl)cc1Cl)c1ccccc1 (stereo not drawn) | -1% | -5% | 3 | -1.7 | 2% | 0% | 20% | 12% | -7%

(continued)
SMILES | Abeta rescue | PLK1 PBD block | PI5P4K alpha inh | IL2 activator | EPAC1 ag | WRN inhibitor | aSyn rescue | FUS yeast rescue | EPAC1 antag
COC(=O)c1ccc(COC(=O)CSCC(=O)Nc2ccc(C)cc2C)cc1 | 0% | 0% | 0 | 2.7 | 2% | 7% | 10% | · | -2%
O=C(CN1CCSC1=O)N1CCN(S(=O)(=O)c2ccccc2)CC1 | -9% | -9% | 6 | -0.5 | 7% | -4% | 3% | -18% | -32%
Cc1cc(NC(NC(=O)c2ccco2)(C(F)(F)F)C(F)(F)F)no1 | -1% | 3% | -3 | -4.2 | 2% | -8% | 3% | 7% | -13%
Oc1oc(-c2ccccc2Br)nc1C=Nc1ccc(Br)cn1 | 5% | -7% | 4 | -1.1 | 7% | -22% | -4% | 30% | 6%
CCOc1cccc(OCCOc2ccc(C(=O)c3ccccc3)cc2)c1 | -13% | -1% | 1 | 1.2 | -5% | -3% | -10% | · | -14%
CN(C(=O)c1c(Cl)cnn1C)C12CC3CC(CC(C3)C1)C2 | -19% | 2% | 22 | 0.8 | -4% | 12% | 5% | 5% | -16%
CN1CCN(C(=O)c2ccc(CN(c3ccccc3)S(=O)(=O)c3ccccc3)cc2)CC1 | 3% | -6% | 4 | 2.6 | 8% | -2% | -1% | -7% | -7%
NS(=O)(=O)c1ccc(NC(=O)/C=C/c2cn(-c3ccccc3)nc2-c2cccc(Cl)c2)cc1 | 1% | 4% | -24 | -1.0 | -3% | 6% | -1% | 35% | 0%
O=C(Nc1ccccc1N1CCCC1)C1=COCCO1 | 23% | -3% | 6 | 0.0 | 5% | 0% | -1% | 5% | -1%
CCC(C(=O)Nc1ccccc1C(=O)N1CCOCC1)N1C(=O)c2ccccc2C1=O (stereo not drawn) | 0% | 5% | · | -0.5 | 1% | 7% | 1% | 12% | 6%
COc1ccc(C(C(=O)NC2CCCC2)n2c(-c3cccs3)nc3ccccc32)cc1 (stereo not drawn) | 12% | -1% | -9 | -0.8 | 1% | -2% | 1% | 19% | -4%
COc1cc(C(=O)NC2CCN(CC(=O)NC3CCCCC3)CC2)cc(OC)c1OC | -9% | 5% | -3 | -0.7 | -3% | 0% | 1% | -7% | 13%
CCn1c(SCCC(=O)O)nnc1-c1cccnc1 | -9% | -9% | 1 | -0.4 | 8% | -1% | -8% | 11% | 19%
O=c1c2cc(Br)ccc2nc(-c2cccc(Cl)c2)n1O | 0% | -14% | -7 | -0.3 | 5% | -2% | ? | 44% | -17%
O=C(N/N=C/c1coc2ccccc2c1=O)c1cc2ccccc2o1 | -29% | -25% | -18 | -2.2 | -4% | -2% | -1% | 8% | -2%
CCC(=O)NCCCCCCNC(=O)CC | -2% | -4% | · | -1.6 | -2% | 3% | -5% | -2% | 12%
CCCCC(=O)Nc1ncc(S(=O)(=O)c2ccc([N+](=O)[O-])cc2)s1 | -13% | -10% | 3 | -0.9 | -1% | 1% | -2% | -13% | 0%
O=C(NNC(=O)c1ccc(F)c(S(=O)(=O)N2CCOCC2)c1)c1ccc(Br)cc1 | -3% | 3% | -4 | -1.0 | 7% | 1% | 7% | -17% | -3%
CCCCC(=O)NC(=S)NNC(=O)CCc1ccccc1 | ? | ? | -7 | -1.0 | -6% | 2% | ? | -2% | -4%
COC(=O)c1ccc(N2CCN(S(=O)(=O)c3ccc4ccccc4c3)CC2)c([N+](=O)[O-])c1 | 11% | -10% | · | -1.1 | 8% | -4% | 2% | 42% | 0%
Cc1ccc(/C=C2/SC(=S)N(CCC(=O)NCCCN3CCOCC3)C2=O)cc1 | 17% | -9% | 6 | 0.7 | 2% | -6% | 2% | 29% | -13%
COc1ccc(CNCC(O)COCc2cccs2)cc1 (stereo not drawn) | 9% | -6% | · | -3.5 | 7% | 3% | 0% | 16% | -5%
CCCCN(C(=O)c1ccc(N(C)S(=O)(=O)c2ccc(C)cc2)cc1)c1c(N)n(CCC)c(=O)[nH]c1=O | -16% | 0% | 0 | 2.6 | -1% | -7% | 0% | 38% | 1%
Cc1nn(C(C)C)c(C)c1CN1CCC(C(=O)Nc2cccc(-c3cccc(F)c3)c2)CC1 | 11% | -1% | 1 | -4.5 | -7% | -2% | -1% | 22% | 9%
COc1cc2c(cc1OC)C(c1cccc(Cl)c1Cl)CC(=O)N2 (stereo not drawn) | -6% | 0% | 3 | 1.1 | -10% | 7% | 1% | -30% | 20%
Cc1ccc(C)c(NS(=O)(=O)c2cc(C(=O)Nc3ccccc3-c3ccccc3)ccc2C)c1 | -19% | -3% | · | 4.4 | 18% | -14% | 6% | 59% | -20%
O=C(CSCc1ccccc1Cl)NN1C(=O)c2ccccc2C1=O | 33% | -8% | · | -0.6 | 6% | -11% | 10% | 14% | 0%
O=C(O)c1cccc(N2C(=O)CSC2=S)c1 | -46%[inhibitor] | -12% | 3 | 0.0 | -2% | 4% | 35µM* | 7% | -10%
CCCn1c(=N)n(CCOc2ccc(OC)cc2)c2ccccc21 | 10% | -9% | 1 | -0.3 | 0% | -2% | 1% | -11% | 0%
CCn1cc(C(=O)Nc2sc(C)c(C)c2C(=O)OC)cn1 | -9% | ? | 0 | 2.0 | 0% | -6% | 1% | 5% | -16%
O=C(CSc1nncs1)N1CCN(C(=O)c2ccco2)CC1 | -2% | -7% | 0 | -1.3 | 7% | -10% | 2% | -2% | 7%
COc1cc(C(=O)Nc2ccccc2C(=O)Nc2ccccn2)cc(OC)c1OC | 1% | -7% | 10 | 0.8 | 14% | -7% | 0% | -9% | -1%

Compounds were not picked by outcome; about 4.1% have a hit in one of these screens.
